# SW480 rerep = DNA re-replication induction in SW480 cells | SW480 DNA re-replication, Hoechst DNA content imaging, 48 h | Potency, µM (top dose mostly 46.1 µM), for the others: at the top dose re-replication activation, actives largely listed as activators | 340,000 tested, 1.8% active; also: potency is read from the fitted curve at half-maximal effect; % of control where 0% means no effect; nearly all actives have a fitted effect of over 55% in size
#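 Cells (250 per well) received 23 nL compound or DMSO by pin tool and were kept 48 hr at 37 C, 5% CO2. Nuclei were then stained with Hoechst for 40 min and scanned for DNA content.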
# ATXN2 expr inh = inhibitors of ATXN2 expression; HEK-293 ATXN2-luciferase reporter, luminescence, 24 h; 360,000 tested, 0.72% active; AID 1745845; Potency, µM (titrated, usually from 57 µM), for inactives: top-dose activity change, negative = inhibition, hits mostly inhibitors; also: potency is read from the fitted curve at half-maximal effect; % is scaled to controls: 0 for no effect and ±100 for the full control effect; nearly all actives have a fitted effect of over 55% in size
#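 ATXN2-luciferase reporter cells (luciferase flanked by upstream and downstream ATXN2 gene portions) were treated 24 h at 37 °C with compounds at up to 57 uM. SteadyGlo luminescence gave expression; GF-AFC fluorescence gave viability.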
# IL-1B inflam inh = inflammasome signaling inhibition, IL-1 beta readout; activity change, % at 57.5 µM; THP-1 LPS/ATP IL-1B secretion, AlphaLISA, 16 h; hits give low values; 360,000 tested, 4.7% active; in the data active = activity change below about -50%; inconclusive = mostly about -30% to -49%; also: % is scaled to controls: 0 for no effect and ±100 for the full control effect
#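 Secreted IL-1B measured by AlphaLISA bead assay after 16 h compound exposure of THP-1 cells; compounds (final up to 57.5 uM) added 1 h before LPS (250 ng/mL) and ATP (1.25 mM) stimulation; lower signal means less secretion.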
# KB-V1 cytotox = kills drug-selected multidrug resistant KB-V1 cells. KB-V1 MDR cells viability, CellTiter-Glo, 72 h. Potency, µM (doses to about 46.1 µM), for inactives: top-dose activity change, negative = cytotoxicity, usual class: cytotoxic. 400,000 tested, 3.4% active. AID 1347076; also: potency is read from the fitted curve at half-maximal effect; % is scaled to controls: 0 for no effect and ±100 for the full control effect; nearly all actives have a fitted effect of over 60% in size
#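 KB-V1 MDR subline cells in DMEM (phenol-red free, 10% FBS) exposed to compounds in qHTS concentration series for 72 h at 37 degrees C. Viability read by CellTiter-Glo luminescence; concentration-effect curves fitted after normalization and correction.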
# MCF10A rerep = DNA re-replication induction in MCF 10a cells; Potency, µM (series often up to 46.1 µM), without a hit: at the top dose activity, positive = re-replication, hits mostly activators; MCF 10A DNA re-replication, Hoechst nuclear intensity, 48 h; AID 624296; 350,000 tested, 2.9% active; also: potency is read from the fitted curve at half-maximal effect; % of control where 0% means no effect; nearly all actives have a fitted effect of over 50% in size
# HT1080 IDH1KD tx = HT-1080 IDH1 knockdown cell toxicity (counter line); Potency, µM (top dose mostly 46.1 µM), for inactives: top-dose activity, negative = toxicity, most hits filed as cytotoxic; 360,000 tested, 2% active; HT-1080 IDH1 knockdown viability, ATP luminescence, 48 h;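 also: potency is read from the fitted curve at half-maximal effect; 0% = DMSO wells and -100% = cell-free medium wells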
#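 In this qHTS, HT-1080 cells depleted of IDH1 are exposed for 48 h at 37 °C to compound titrations. Toxicity is scored from CellTiter-Glo luminescence, with DMSO as full viability and medium alone as none.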
# KB-3-1 cytotox = KB-3-1 parental cell cytotoxicity; 400,000 tested, 1.4% active; AID 1347075; KB-3-1 viability, CellTiter-Glo ATP luminescence, 72 h; Potency, µM (titrated, usually from 46.1 µM), inactives show at the top dose activity change, negative = cytotoxic, actives largely listed as cytotoxic; also: potency is read from the fitted curve at half-maximal effect; % is scaled to controls: 0 for no effect and ±100 for the full control effect; nearly all actives have a fitted effect of over 60% in size
#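 Multi-concentration cytotoxicity screen in KB-3-1 cells grown in DMEM lacking phenol red with 10% FBS. After 72 h at 37 °C with compound, ATP-dependent luminescence was recorded.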
# HT1080NT lethal = kills 2HG-producing HT-1080-NT fibrosarcoma cells | 360,000 tested, 1.6% active | HT-1080-NT fibrosarcoma viability, CellTiter-Glo ATP luminescence, 48 h | Potency, µM (top dose mostly 46.1 µM), for the others: at the highest dose activity, negative = less viability, usual class: cytotoxic;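 also: NT is the 2HG producing partner of a matched IDH1 knockdown line; potency is read from the fitted curve at half-maximal effect; 0% = DMSO-treated cells and -100% = media-only wells without cells; nearly all actives have a fitted effect of over 55% in size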
#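 Read-out is CellTiter-Glo luminescence after 10 minutes at room temperature, following 48 hours' compound treatment of HT-1080-NT cells (750 cells/well, RPMI, 5% FBS, 37 degrees C).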
# ATXN viability = cell viability loss in ATXN counter-screen | S2 cells (HEK-293 line with an ATXN2-luciferase reporter) viability, CellTiter-Fluor protease fluorescence, 24 h | 400,000 tested, 0.49% active | Potency, µM (series often up to 56.7 µM), actives largely listed as cytotoxic; also: potency is read from the fitted curve at half-maximal effect; nearly all actives have a fitted effect of over 40% in size
# Numbers without * were called inactive; i = inactive; ? = inconclusive; / = no result given; [ ] = remark or other dose. Unless noted, calls follow the shape of the dose curve; as a rule, active = well fitted curve in the direction sought with a large enough effect; inconclusive = small, poorly fitted or top-dose-only effect, or another doubt; inactive = no such curve, though single readings can be large; an effect the other way counts as inactive or inconclusive.
# Under each structure – SW480 rerep	ATXN2 expr inh	IL-1B inflam inh	KB-V1 cytotox	MCF10A rerep	HT1080 IDH1KD tx	KB-3-1 cytotox	HT1080NT lethal	ATXN viability
CCN1CCN(c2ccc(N)cc2C)CC1
 : 0%	-15%	-7	2%	9%	-1%	-12%	-4%	i
CC1=C2CCC3C(CCC4=CC(=O)CCC43C)C2CC1 (configuration not stated)
 : ?	-15%	-16	2%	?	-1%	-2%	-10%	i
C[Se]C[C@@H](N)C(=O)O
 : -59%[inhibitor]	4%	5	1%	?	1%	0%	16%	i
N#Cc1cc([N+](=O)[O-])ccc1NC(=O)c1cccn(Cc2cccc(F)c2)c1=O
 : /	9%	/	7%	/	/	-13%	/	i
Fc1cccc(CNCCc2c[nH]c3ccccc23)c1
 : 15%	/	?	-1%	3%	2%	3%	1%	i
CCOP(=O)(OCC)C(NC(=O)C(Cl)Cl)C(Cl)(Cl)Cl (configuration not stated)
 : ?	6%	-4	-4%	?	3%	-11%	-2%	i
C=CCn1c(O)c(C(CC)=NCCN2CCN(C(=S)NC)CC2)c(=O)[nH]c1=O
 : -16%	-5%	43	14%	9%	11%	-1%	11%	i
CCCCC[C@H]1CCCCC[C@H](O)C[C@H](O)[C@@H](O)/C=C/C(=O)O1
 : /	-10%	0	-11%	/	-7%	-10%	-2%	i
Cc1ccc(NS(=O)(=O)c2ccc(OCC(=O)N3CCN(C)CC3)cc2)cc1
 : ?	-13%	2	/	0%	7%	/	3%	i
Cc1cccc(-n2c(-c3ccccc3)nc3ccccc3c2=O)n1
 : 7%	-16%	5	4%	6%	5%	13%	0%	?
O=C1C=C(NS(=O)(=O)c2ccccc2)C(=O)c2ccccc21
 : ?	-28%	-1	-23%	8%	-20%	-13%	?	i
O=C(c1ccc(Cl)cc1)C1CCCN(Cc2cccc3ncccc23)C1 (configuration not stated)
 : -2%	/	15	?	?	?	?	?	i
O=c1c2ccccc2nc(-c2ccco2)n1-c1ccc(Br)cn1
 : -6%	-3%	5	?	29%	2%	9%	-17%	i
CN(C)c1cccc(CN2CCN(c3ccccc3)CC2)c1
 : /	1%	-25	11%	/	7%	0%	10%	i
CCCCCCCCCC(CC)c1ccc(S(=O)(=O)O)cc1 (configuration not stated)
 : ?	13%[116 µM]	/	/	1%	/	/	/	32µM*
O=C(Nc1ccc(F)cc1)c1c(O)c2c(n(Cc3ccccc3)c1=O)CCCC2
 : -4%	1%	8	-4%	-53%[inhibitor]	3%	-17%	0%	i
S=C(c1ccc(Cl)cc1)N1CCOCC1
 : -5%	2%	3	18%	-7%	-4%	7%	7%	i
COc1ccc(CC(=O)N2C[C@H]3C[C@@H](C2)c2cccc(=O)n2C3)cc1
 : -3%	4%	-6	-18%	-7%	0%	0%	12%	i
FC(F)(F)c1ccc(CNCCc2ccc3c(c2)OCO3)cc1
 : -6%	/	?	-9%	-2%	3%	8%	-1%	?
CC1C(c2cccs2)=[N+]([O-])C(C)(C(=O)c2ccc(F)cc2)N1O (configuration not stated)
 : -11%	-2%	-8	11%	?	26%	-3%	13%	i
COc1cccc(C(c2nnnn2C2CCCCC2)N2CCC3(CC2)C(=O)NCN3c2ccccc2)c1OC (configuration not stated)
 : /	?	/	?	/	?	?	?	?
CCCCC/C(=N\O)c1c[nH]c2ccccc12
 : 0%	4%	2	-7%	?	-17%	-13%	-14%	i
COOCC1(C(=O)OC)C[C@H](c2ccc(OC)cc2)N(Cc2ccccc2OC)[C@@H]1c1ccccc1C (some centres not stated)
 : /	/	8	-26%	/	-15%	-23%	-15%	/
Cc1ccc(N2C(=O)NC(=O)/C(=C\c3cc(C)n(-c4ccc(C(=O)O)cc4)c3C)C2=O)cc1
 : -3%	-15%	-5	-3%	2%	-2%	-4%	-12%	i
CCc1ccccc1NC(=O)CN1CCN(C(=O)COc2ccccc2C#N)CC1
 : -9%	/	17	?	?	12%	-6%	5%	i
CC(=O)N1CCC2(CC1)CC(=O)c1cc(OCC(=O)N3CCC4(CC3)OCCO4)ccc1O2
 : -23%	/	18	0%	0%	10%	3%	5%	i
CCC1CN(C)CCC1(OC(C)=O)c1ccccc1 (configuration not stated)
 : 1%	-6%	-21	5%	-2%	0%	1%	0%	i
CC(=NCCO)c1c(O)n(C2CCCCC2)c(=O)[nH]c1=O
 : 2%	-3%	20	-26%	-2%	8%	14%	14%	i
O=C(COC(=O)Cc1ccccc1)Nc1ccc(F)cc1
 : 1%	11%	20	?	8%	-1%	4%	2%	i
C=CCC1(CCCCC)C(=O)NC(=S)NC1=O
 : 0%	7%	15	-13%	11%	13%	15%	5%	i

# An excerpt of these results, tab-delimited.
molecule	SW480 rerep	ATXN2 expr inh	IL-1B inflam inh	KB-V1 cytotox	MCF10A rerep	HT1080 IDH1KD tx	KB-3-1 cytotox	HT1080NT lethal	ATXN viability
CCC1CN(C)CCC1(OC(C)=O)c1ccccc1 (configuration not stated)	1%	-6%	-21	5%	-2%	0%	1%	0%	i
O=C(COC(=O)Cc1ccccc1)Nc1ccc(F)cc1	1%	11%	20	?	8%	-1%	4%	2%	i
CCCCC[C@H]1CCCCC[C@H](O)C[C@H](O)[C@@H](O)/C=C/C(=O)O1	/	-10%	0	-11%	/	-7%	-10%	-2%	i

# Further results follow:
# Under each structure – SW480 rerep	ATXN2 expr inh	IL-1B inflam inh	KB-V1 cytotox	MCF10A rerep	HT1080 IDH1KD tx	KB-3-1 cytotox	HT1080NT lethal	ATXN viability
C[C@@H]1CN([C@H](C)CO)C(=O)CCCn2cc(nn2)CO[C@H]1CN(C)C(=O)Oc1ccc2ccccc2c1
 : /	-3%	-11	21%	/	-2%	0%	-4%	i
COc1ccc(CC(=O)NC(=S)NNC(=O)COc2c(C)cccc2C)cc1
 : -9%	-35%	22	-28%	?	5%	?	-4%	i
Cc1ccc(-n2c(O)c(/C=C/C=Nc3ccccc3)c(=O)[nH]c2=O)cc1
 : -57%[inhibitor]	-2%	8	3%	-49%[inhibitor]	-2%	-3%	1%	?
CC1CCCCN1Cc1ccc(Cl)nc1 (configuration not stated)
 : 9%	-9%	15	2%	1%	12%	20%	7%	i
O=P(NS(=O)(=O)c1ccc(Cl)cc1)(Oc1ccccc1)Oc1ccccc1
 : -6%	-5%	16	-3%	17%	1%	3%	6%	i
Cc1cc(OC(C)C(=O)NCc2ccncc2)c2c3c(c(=O)oc2c1)CCCC3 (configuration not stated)
 : -3%	/	0	12%	0%	-1%	-7%	0%	i
O=c1[nH]c(O)c(C=NC2CCCCC2)c(=O)[nH]1
 : -6%	0%	1	-3%	-2%	-1%	3%	5%	?
O=C(NC1(C(F)(F)F)Oc2ccc(Cl)cc2O1)N1CCC2(CC1)OCCO2 (configuration not stated)
 : 5%	-21%	106	?	?	?	?	-15%	?
O=c1[nH]c(O)c(C=Nc2cc(F)cc(F)c2)c(=O)[nH]1
 : -1%	/	16	13%	-7%	8%	-2%	9%	/
COc1ccc(CC2c3cc(OC)c(OC)cc3CCN2C)cc1O (configuration not stated)
 : ?	10%	-3	23%	-1%	8%	3%	9%	i
O=c1[nH]c(O)c(Cc2ccc3c(c2)OCO3)c(=O)[nH]1
 : -119%[inhibitor]	14%	3	7%	-4%	12%	21%	19%	i
O=C(c1ccc(F)cc1)C(Cc1ccccc1)N1CCCCC1 (configuration not stated)
 : 2%	-1%	-6	7%	0%	16%	4%	1%	i
CCOC(=O)c1ccc(N2C(=O)CC(N3CCC(C#N)(c4ccccc4)CC3)C2=O)cc1 (configuration not stated)
 : -8%	5%	16	11%	3%	5%	8%	3%	i
O=C(c1cccn2c(=O)c3ccccc3nc12)N1CCC2(CC1)OCCO2
 : -16%	8%	31	-1%	-8%	-3%	8%	-3%	i
COC(=O)C1=C(c2ccc(S(C)(=O)=O)cc2)C[C@@H]2CC[C@H]1N2C(=O)NC1CC1
 : -2%	2%	3	0%	0%	8%	13%	13%	i
CC12CN3CC(C)(CN(C1)P3(=O)Oc1ccccc1)C2=O (configuration not stated)
 : 1%[9.22 µM]	4%	6	0%	3%	11%	-1%	11%	i
CCc1ccc(CN2CCN(C(=O)Cc3ccccc3)CC2)cc1
 : 2%	-25%	-1	?	?	-23%	-26%	-14%	i
COc1ccc(Nc2nc3ccc(C)cc3cc2C#N)c(OC)c1
 : 2%	5%	0	?	?	0%	9%	20%	i
C[N+]12CCC(CC1)C(C#N)(N1CCOCC1)C2 (configuration not stated)
 : ?	-6%	-12	?	-184%[0.0737 µM]	17%	-7%	10%	i
O=C1NC(=O)N(c2ccc3c(c2)OCO3)C(=O)/C1=C/c1ccc(N2CCCC2)o1
 : ?	0%	-16	-21%	-80%[inhibitor]	9%	17%	1%	i
COc1ccccc1N1CCN(Cc2c(F)cccc2Cl)CC1
 : -2%	/	12	?	16%	-2%	10%	-1%	/

# Some of the entries above in a different format:
COc1ccc(Nc2nc3ccc(C)cc3cc2C#N)c(OC)c1
- SW480 rerep = 2%
- ATXN2 expr inh = 5%
- IL-1B inflam inh = 0
- KB-V1 cytotox = ?
- MCF10A rerep = ?
- HT1080 IDH1KD tx = 0%
- KB-3-1 cytotox = 9%
- HT1080NT lethal = 20%
- ATXN viability = i

O=C(NC1(C(F)(F)F)Oc2ccc(Cl)cc2O1)N1CCC2(CC1)OCCO2 (configuration not stated)
- SW480 rerep = 5%
- ATXN2 expr inh = -21%
- IL-1B inflam inh = 106
- KB-V1 cytotox = ?
- MCF10A rerep = ?
- HT1080 IDH1KD tx = ?
- KB-3-1 cytotox = ?
- HT1080NT lethal = -15%
- ATXN viability = ?

# Not all compounds are listed, so the mix of outcomes need not match the whole.
